# Screens (PubChem BioAssay)
# bCat nuc transl: modulators of beta-catenin nuclear translocation, primary screen, imaging, HeLa cells, immunofluorescence, high-content; 190,000 tested, 0.3% active; nuclear translocation activity, % at 5 µM;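 active = nuclear translocation activity above 50% at 5 µM, with a well cell count of 50 or more; inconclusive = wells under 50 cells across six images, flagged as toxic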;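 note: per-cell ratio of nuclear to cytoplasmic median beta-catenin stain intensity; plate controls were DMSO negative control for no effect and GSK-3 inhibitor IX positive control for full effect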
#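 Technique: fluorescence imaging of beta-catenin antibody stain plus DAPI / Material: human HeLa cell line / Incubation: compound treatment 24 h, 37°C, 5% CO2 / Read-out basis: % activation of per-cell nuclear versus cytoplasmic median beta-catenin signal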
# SV40 large T antigen: SV40 large T antigen inhibitors, biochemical (AID 1903). inhibition, % at 20 µM; hits with a dose series show IC50 in µM. SV40 large T antigen ATPase/helicase inhibition assay; higher % means a stronger effect. 310,000 tested, 0.39% active; in the data active = a potency from the dose series; inconclusive = inhibition mostly from about 32% at the one dose, without a potency; inactive = the rest, 99 in 100 with inhibition below about 32%; note: strong numbers were not always called active
# West Nile antiviral: West Nile virus antiviral activity, cell-based, CPE readout (AID 1621); one-dose CPE inhibition, % at 10 µM; IC50 in µM for titrated hits; West Nile virus-infected cells, CPE inhibition; higher % means a stronger effect; 290,000 tested, 0.02% active; in the data active = a potency from the dose series; inconclusive = CPE inhibition mostly from about 3.7% at the one dose, without a potency; inactive = the rest, 99 in 100 with CPE inhibition below about 2.2%; note: strong numbers were not always called active
# WT yeast gro inh: growth inhibition of WT strain, primary screen, mitochondrial fusion inhibitor project, WT and mutant strains, chemical genetic. mitochondrial fusion phenotypic screen. inhibition, % at 10 µM. 190,000 tested, 2.1% active. AID 1362, 2008; in the data active = inhibition above about 58%; tested in S. cerevisiae
# Rac1 GTP hydrolysis: MgcRacGAP GTPase-activating activity inhibitors, confirmation, biochemical, ADP Hunter fluorescence; 340,000 tested, 0.6% active; Rac GTPase-activating protein 1 (Homo sapiens); inhibition, % at 30 µM; hits with a dose series show IC50 in µM; MgcRacGAP-stimulated Rac1 GTP hydrolysis, ADP Hunter fluorescence; higher % means a stronger effect; GST-tagged Rac1 F28L mutant substrate;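 active = first-screen hits whose inhibition reached a set limit at any dose in the follow-up dose series; inconclusive = inhibition above the set first-screen limit but never retested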;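 note: fluorescence reports GDP produced by GAP-driven GTP hydrolysis; strong numbers were not always called active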
# Myeloid diff 2: induction of myeloid progenitor differentiation, primary screen, cell-based, flow cytometry, MLPCN library; ER-HoxA9 myeloid progenitors, lysozyme-GFP differentiation; calls only at 10 µM; 360,000 tested, 1% active; AID 624256, 2012;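 active = normalized GFP-positive differentiation at or above the plate's own cutoff, the solvent-only control mean plus 3 SD; inconclusive = no clear call, values can overlap the other calls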;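 note: cells exposed to compound for four days before flow analysis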
# T cell HTS: modulators of CD8 T cell-vesicle binding, primary screen, mouse 2C CD8+ T cells, flow cytometry; calls only at 7 µM; 2C CD8+ T cell-vesicle binding; active compounds read low; 330,000 tested, 0.068% active;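 active = response, share of CD8 T cells binding vesicles, and their 90th percentile fluorescence all below set limits, cut at about 80% in these data, passing the limit was not always enough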
#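 Test system: purified 2C TCR transgenic mouse naive CD8+ T cells. Probe or stimulus: QL9-peptide-loaded Drosophila micro-vesicles bearing Ld, ICAM-1 and B7-1. Incubation: binding step 1.5 h, 37 °C, antibody labelling 20 min, ice. Measured by: flow cytometry of vesicle-bound cells.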
# RSV CPE inhibition: RSV antiviral activity via CPE protection, HEp-2 cells, primary 10 µM value included (AID 2391); CPE inhibition, % at 10 µM; hits with a dose series show IC50 in µM; HEp-2 cells, RSV-induced CPE inhibition; higher % means a stronger effect; 310,000 tested, 0.13% active; in the data active = a potency from the dose series; inconclusive = CPE inhibition mostly from about 23% at the one dose, without a potency; inactive = the rest, 99 in 100 with CPE inhibition below about 21%; note: strong numbers were not always called active
# PhoP inhibition: inhibitors of PhoP regulon expression, primary screen, Salmonella Typhimurium, GFP reporter (AID 1863); S. Typhimurium PhoP-regulated promoter GFP reporter, 4 h; higher % means a stronger effect; inhibition, % at 50 µM, or IC50 in µM where a hit was titrated; 300,000 tested, 0.16% active;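 active = inhibition over 29.93%, a cutoff 3 SD above the screen mean, later confirmed by dose response; inconclusive = inhibition over 29.93% but no dose response follow-up; inactive = inhibition at most 29.93% or unconfirmed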;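 note: 0% = low Mg2+ inducing control and 100% = high Mg2+ repressing control; strong numbers were not always called active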
# WT yeast gro inh mutant strain: also measured in WT yeast gro inh; calls as there; inhibition, %; mitochondrial fusion phenotypic screen, mutant strain inhibition
# bCat nuc transl cell count 5 µM: also measured in bCat nuc transl; calls as there; cell count; measured here: cell count, cytotoxicity flag
# T cell HTS vesicle-bound %: recorded beside T cell HTS, whose call it bears; double positive events, %; measured here: CD8+ vesicle-bound cell fraction;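 binding gate set so that unloaded-vesicle control wells show 10% double positive cells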
# Myeloid diff 2 GFP+ MAC1+ %: recorded beside Myeloid diff 2, whose call it bears; GFP+ MAC1+ double positive, %; measured here: differentiation confirmed by MAC1 staining
# * marks the source's active call; other numbers are inactive results; i = inactive; ? = inconclusive; . = not tested or not shown.
SMILES,bCat nuc transl,bCat nuc transl cell count 5 µM,SV40 large T antigen,West Nile antiviral,WT yeast gro inh,WT yeast gro inh mutant strain,Rac1 GTP hydrolysis,Myeloid diff 2,Myeloid diff 2 GFP+ MAC1+ %,T cell HTS,T cell HTS vesicle-bound %,RSV CPE inhibition,PhoP inhibition
O=C(CSc1cn(CCNC(=O)c2c(F)cccc2F)c2ccccc12)NCC1CCCO1 (stereo unspecified),.,.,4.6%,0.1%,.,.,4.9%,i,0.9,i,63.7,3.1%,-4.0%
O=C(NCc1ccc(Cl)cc1)C1CCC(=O)N(C2CC2)C1 (stereo unspecified),.,.,-2.9%,0.3%,.,.,12.9%,i,2.1,i,22.2,1.2%,-7.1%
C=CCN(C(=O)c1csnn1)C(C(=O)NC1CCCC1)c1cccs1 (stereo unspecified),.,.,1.8%,-0.4%,.,.,3.7%,i,0.2,i,44.7,3.2%,-4.9%
Cc1ccc(CNC(=O)COc2ccc(S(=O)(=O)N3CCCC3)cc2)cc1,.,.,-4.8%,0.3%,.,.,2.9%,i,1.2,i,20.2,1.0%,1.9%
COc1ccc(C(=O)Oc2ccc(/C=N/NC(=O)c3ccccc3OC)cc2[N+](=O)[O-])cc1,2.0,1162,20.6%,-0.2%,21.8,0.9,-3.3%,i,0.7,i,46.8,0.0%,18.2%
Cc1c(NC(=O)c2nn(C)c(=O)c3ccccc23)c(=O)n(-c2ccccc2)n1C,.,.,.,.,.,.,4.2%,i,0.3,i,57.8,1.6%,.
Cn1cccc1C(=O)NC(=O)COC(=O)CC12CC3CC(CC(Br)(C3)C1)C2,-3.6,1144,-0.5%,0.1%,14.2,-15.1,6.5%,i,0.8,i,38.5,0.2%,6.1%
CC1=CC(C)(C)NC(=S)N1c1ccc(C)c(C)c1,.,.,11.7%,-0.9%,16.2,-0.3,2.0%,i,0.8,i,53.0,11.3%,-0.8%
COCC1CCCN(Cc2nc(C(c3ccccc3)c3ccccc3)no2)C1 (stereo unspecified),-2.3,1036,12.5%,-1.3%,-8.4,-21.0,10.8%,i,0.4,i,27.5,0.7%,-7.7%
COc1ccccc1-n1c(CNC(=O)c2ccco2)nnc1SCC(=O)Nc1nccs1,-6.5,1161,3.9%,0.8%,12.3,8.1,-1.9%,i,2.2,i,34.7,4.3%,9.7%
CCOC1(c2ccccc2)OC(=O)c2ccccc21 (stereo unspecified),2.7,473,5.7%,-0.3%,-8.2,-20.2,7.4%,i,0.7,i,46.5,1.9%,-7.9%
CN(Cc1ccccc1)C(=O)CC(c1ccccc1)c1cc(Cl)ccc1O (stereo unspecified),0.6,1317,21.5%,.,-11.0,5.9,6.5%,i,0.8,.,.,1.3%,-4.5%
Cc1c(Cl)cccc1NC(=S)NCCc1ccc(Cl)cc1,.,.,21.9%,-1.8%,.,.,1.7%,i,0.8,i,61.0,5.0%,2.4%
Cc1ccc(C2=CSC3=NCCN23)cc1,.,.,11.4%,.,.,.,11.6%,i,0.4,i,31.2,0.2%,.
O=C(COC(=O)c1ccc(O)cc1O)NC(=O)NCc1ccccc1,.,.,.,.,.,.,7.5%,i,1.4,i,39.7,0.5%,.
Cc1ccc(C(=S)N2CCN(Cc3ccccc3)CC2)s1,2.1,957,9.4%,-1.6%,24.4,1.9,15.4%,i,0.1,i,35.4,5.4%,4.7%
O=C(O)c1cccc(Nc2ccc([N+](=O)[O-])c3nonc23)c1,.,.,8.7%,-0.1%,.,.,13.2%,i,0.2,i,45.5,2.6%,7.4%
Cc1ccc(-c2ccccc2[C@@H]2C[C@H]3CN(C)C(=O)[C@]34CCCN24)o1,-0.8,1583,19.0%,-0.3%,0.3,3.8,1.8%,i,0.4,i,56.4,0.7%,-5.4%
NS(=O)(=O)c1ccc(N=Nc2c(-c3ccccc3)[nH]n(-c3nc(-c4ccccc4)cs3)c2=O)cc1,0.9,1102,-1.7%,1.4%,2.9,-6.2,10.4%,?,.,i,43.2,17.2%,18.4%
COC(=O)Cc1coc2cc(OC)ccc12,.,.,.,.,.,.,2.4%,i,1.2,i,37.9,1.1%,.

# Five records drawn at random from those above, as already listed:
SMILES,bCat nuc transl,bCat nuc transl cell count 5 µM,SV40 large T antigen,West Nile antiviral,WT yeast gro inh,WT yeast gro inh mutant strain,Rac1 GTP hydrolysis,Myeloid diff 2,Myeloid diff 2 GFP+ MAC1+ %,T cell HTS,T cell HTS vesicle-bound %,RSV CPE inhibition,PhoP inhibition
O=C(CSc1cn(CCNC(=O)c2c(F)cccc2F)c2ccccc12)NCC1CCCO1 (stereo unspecified),.,.,4.6%,0.1%,.,.,4.9%,i,0.9,i,63.7,3.1%,-4.0%
Cn1cccc1C(=O)NC(=O)COC(=O)CC12CC3CC(CC(Br)(C3)C1)C2,-3.6,1144,-0.5%,0.1%,14.2,-15.1,6.5%,i,0.8,i,38.5,0.2%,6.1%
Cc1ccc(-c2ccccc2[C@@H]2C[C@H]3CN(C)C(=O)[C@]34CCCN24)o1,-0.8,1583,19.0%,-0.3%,0.3,3.8,1.8%,i,0.4,i,56.4,0.7%,-5.4%
Cc1c(NC(=O)c2nn(C)c(=O)c3ccccc23)c(=O)n(-c2ccccc2)n1C,.,.,.,.,.,.,4.2%,i,0.3,i,57.8,1.6%,.
Cc1ccc(C2=CSC3=NCCN23)cc1,.,.,11.4%,.,.,.,11.6%,i,0.4,i,31.2,0.2%,.

# Remaining list, next part:
SMILES,bCat nuc transl,bCat nuc transl cell count 5 µM,SV40 large T antigen,West Nile antiviral,WT yeast gro inh,WT yeast gro inh mutant strain,Rac1 GTP hydrolysis,Myeloid diff 2,Myeloid diff 2 GFP+ MAC1+ %,T cell HTS,T cell HTS vesicle-bound %,RSV CPE inhibition,PhoP inhibition
O=C(c1ccco1)N1CCN(C(=O)c2cc(-c3ccccn3)nc3ccc(Cl)cc23)CC1,.,.,2.9%,0.3%,12.9,18.5,3.6%,i,0.5,i,35.2,0.5%,-3.9%
CCNc1nc(NCC)n2c(SCC(=O)Nc3ccc(F)cc3[N+](=O)[O-])nnc2n1,0.7,1499,2.0%,-0.6%,-5.1,3.2,7.3%,i,0.3,i,70.3,-0.6%,-8.5%
CC(C)N(C)CCOC(=O)c1ccc2c(c1)OCCO2,-9.3,486,21.0%,0.6%,-11.0,-3.8,7.4%,i,1.3,i,44.8,-1.6%,-8.0%
O=C(O)CN1C(=O)CSC1=S,.,.,5.5%,0.3%,.,.,2.0%,i,0.3,i,39.4,3.1%,0.8%
O=C(NCc1cccnc1)c1ccc(COc2ccc(Cl)cc2Cl)o1,-2.8,1006,7.8%,-1.5%,20.1,9.5,4.3%,i,0.4,i,31.0,2.4%,-1.6%
O=C(CCl)Nc1cn(-c2ccccc2)nc1-c1ccc(F)cc1,0.1,1022,1.9%,-0.4%,-23.9,-6.6,9.3%,i,1.2,i,55.2,-2.3%,-2.4%
CCc1cc(C(=O)Nc2ncccc2O)sc1C,.,.,13.0%,-0.5%,.,.,8.7%,i,0.3,i,29.6,1.4%,-0.8%
CC(C)(C)NC(=O)c1ccc(NC(=O)C2COc3ccccc3O2)cc1 (stereo unspecified),0.2,1016,-1.0%,0.2%,28.1,19.6,1.6%,i,0.6,i,25.4,6.9%,-10.1%
Cc1ccc(CS(=O)(=O)CC(C)(O)c2ccc(Cl)cc2)cc1 (stereo unspecified),.,.,2.6%,-0.3%,.,.,6.5%,i,0.5,i,64.1,2.6%,-4.7%
COc1ccc(NC(=S)NCc2cccs2)cc1OC,-4.4,1100,4.5%,-0.7%,-5.9,7.1,4.3%,i,0.5,i,11.2,1.2%,4.7%
Cc1ccccc1NC(=O)CN1C(=O)S/C(=C\c2ccc(-c3cccc(C(=O)O)c3C)o2)C1=O,0.4,1456,-10.0%,0.4%,4.1,3.9,14.8%,i,0.0,i,31.0,0.6%,-4.2%
COc1ccc(C(=O)/C(=C\N(C)C)n2nc(C)cc2C)cc1,-1.3,958,-1.4%,-0.1%,3.6,-7.1,6.2%,i,0.5,i,41.7,-0.8%,0.6%
O=C(O)c1ccccc1Nc1ccccc1,.,.,29.8%,.,.,.,7.8%,i,2.6,i,23.7,2.0%,-14.1%
FC(F)(F)c1ccccc1-n1c(CN2CCCCC2)n[nH]c1=S,-1.0,1367,15.6%,1.4%,.,.,-1.7%,i,0.4,i,45.7,0.3%,-9.7%
O=C(CCNC(=O)c1ccc(Cl)cc1)Nc1cccc(S(=O)(=O)N2CCCCC2)c1,.,.,.,.,.,.,4.5%,i,0.2,i,23.5,2.1%,.
CCOCCCNC(=O)/C=C1\Sc2ccccc2N(Cc2ccccc2F)C1=O,-0.4,1134,15.3%,-1.6%,14.8,10.4,7.2%,i,0.6,i,41.2,3.1%,-6.5%
CC(=O)Oc1oc(-c2ccccc2)nc1C=Nc1ccc(N(C)C)cc1,6.9,957,22.4%,-0.3%,.,.,19.6%,i,0.7,i,17.8,.,1.9%
CCn1c(CN2C(=O)CSc3ccccc32)n[nH]c1=S,-0.5,1397,15.3%,-0.2%,.,.,9.3%,i,0.2,i,29.9,0.7%,-26.5%
COc1ccc(-c2csc(N3CCN(C(=O)c4ccccc4)CC3)n2)cc1,-3.7,633,6.0%,-0.7%,29.2,13.1,13.1%,i,0.4,i,59.7,8.6%,1.1%
O=C(CSc1nccn1-c1ccc(F)cc1)NCc1ccc(F)cc1,-0.4,1143,-7.8%,-0.4%,10.1,7.5,-3.4%,i,2.3,i,44.7,0.1%,-2.4%
Cn1c(=O)c2sccc2n2c(CCCC(=O)NCc3cccnc3)nnc12,.,.,6.6%,-0.2%,.,.,4.4%,i,6.1,i,40.9,1.9%,-4.9%
Cc1ccc(S(=O)(=O)NCC2(c3ccccc3)CCN(C)CC2)cc1,.,.,21.1%,-0.2%,.,.,7.7%,i,0.7,i,54.5,-0.2%,-4.6%
COc1ccc(Sc2nnc(Cc3ccccc3)c3ccccc23)cc1,-0.5,820,2.0%,1.4%,7.2,-2.9,-0.2%,i,1.5,i,9.8,0.5%,-12.2%
